DAGLB inh = DAGLB lipase inhibitors, primary screen, biochemical, fluorescence, HTS; Diacylglycerol lipase-beta (Homo sapiens), Q8NCG7; HEK293T DAGLB membrane lysate, EnzChek fluorogenic substrate; inhibition, % at 5.17 µM; 340,000 compounds, 0.059% hits; AID 504411, 2011; in the data active = inhibition above about 34%;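 note: 0% = enzyme with vehicle and 100% = wells lacking enzyme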
SR-BI DiI inh = inhibitors of SR-BI mediated HDL lipid uptake, primary screen, ldlA[mSR-BI] cells, fluorescence, single point; Scavenger receptor class B member 1 (Mus musculus), Q61009; ldlA[mSR-BI] CHO cells, DiI-HDL uptake fluorescence, 3 h; inhibition, % at 12.5 µM; 320,000 compounds, 0.96% hits; AID 488896, 2010;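 active = mean replicate inhibition of at least 70% and a set share of replicates each scoring 70 or more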;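 note: 0% = median of neutral control wells and 100% = median of positive control wells; values of inactives mirror those of a sister screen read the other way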
SR-BI uptake up = activators of SR-BI mediated DiI-HDL uptake, primary screen, ldlA[mSR-BI] CHO cells, DiI fluorescence | 320,000 compounds, 0.096% hits | activation, % at 12.5 µM | 3 h; 100 = double the neutral-control signal;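 active = mean replicate activation of at least 60% and every replicate at or above 60%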;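 note: 0% = median plate neutral-control signal and 100% = twice that signal; values of inactives mirror those of a sister screen read the other way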
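system = CHO ldlA[mSR-BI] cells, LDL receptor-null, SR-BI overexpressing | medium = Ham's F12 with 0.5% BSA, HEPES 25 mM, pH 7.4 | probe or stimulus = DiI-HDL 10 µg/mL | compound dosing = single-point compound dose | incubation = compound exposure 3 h, 37 °C | technique = DiI fluorescence, bottom read | read-out = cell-associated DiI fluorescence as measure of HDL uptake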
Keap1 Nrf2 FP = Keap1-Nrf2 protein-protein interaction inhibitors, primary screen, biochemical, fluorescence polarization, single point. Kelch-like ECH-associated protein 1 (Homo sapiens), Q14145. Keap1 Kelch-Nrf2 peptide fluorescence polarization, 1536-well. inhibition, % at 9.4 µM. 340,000 compounds, 0.15% hits; in the data active = inhibition above about 12%;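 note: human Keap1 Kelch domain with fluorescein labeled Nrf2 9mer peptide probe; 0% = neutral control wells and 100% = peptide positive control; higher means more block of Keap1 binding to Nrf2 peptide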
LANA DNA inh = inhibitors of KSHV C-LANA binding to DNA, primary screen, biochemical, fluorescence polarization, FAM-LBS DNA, MBP-C-LANA, single point; inhibition, % at 9 µM; Kaposi's sarcoma herpesvirus LANA C-terminal domain (residues 932-1162) DNA binding; 340,000 compounds, 0.078% hits;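 active = highest replicate inhibition at or above 60% at 9 µM, even if other replicates fall short; inactive = all replicates below 60% inhibition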;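 note: 0% = neutral control wells and 100% = 4 µM acridine orange control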
PKA-R2B act = activators of PKA-R2B holoenzyme, primary screen, biochemical, fluorescence polarization, Cy5-IP20, human | cAMP-dependent protein kinase catalytic subunit beta (Homo sapiens) + cAMP-dependent … | PKA-R2B holoenzyme dissociation; R2B truncated from residue 108, S112A mutant; 0% DMSO only, 100% 113 µM cGMP | activation, % at 11.4 µM | 340,000 compounds, 0.079% hits | AID 504700, 2011;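 active = activation above a cutoff set at the mean over all compounds plus 3 SD, cut at about 18% in these data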;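 note: higher means more holoenzyme dissociation and a rise in polarization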
Arrestin-AP2 inh = inhibitors of beta-arrestin/AP2 binding, primary screen, biochemical, GPCR trafficking, flow cytometry; beta-arrestin 1 C-terminal peptide binding to AP2 beta2-adaptin appendage (human); FITC-arrestin peptide / GST-AP2 beads; AP2 beta2 appendage carries R879A mutation; inhibition, % at 10 µM; 340,000 compounds, 0.31% hits;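 active = inhibition above a set limit, near 3 SD of compounds lacking own fluorescence, cut at about 54% in these data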;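 note: plate controls were DMSO wells for no effect and 5 µM unlabelled arrestin peptide for full effect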
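System: GST-AP2 R879A glutathione beads. Medium: PBS with 0.05% Tween 20 and 0.1% BSA. Also added: FITC-arrestin peptide, 50 nM. Incubation: 12 min plus 1 h, RT. Measured by: high-throughput flow cytometry of beads, ex 488, em 535 nm. Evaluation: percent drop in bead-associated FITC signal.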
NSD2 inh = NSD2 histone methyltransferase inhibitors, primary screen, biochemical, AlphaScreen, single concentration, set 2. Histone-lysine N-methyltransferase NSD2 (Homo sapiens), O96028. NSD2 peptide methylation, 120 min. inhibition, % at 12.5 µM. 310,000 compounds, 0.54% hits. AID 743445, 2014; in the data active = inhibition above about 50%
PvdQ acylase = P. aeruginosa PvdQ acylase inhibitors, primary screen, biochemical, fluorescence, plate reader and imaging, single point; PvdQ acylase [Pseudomonas aeruginosa LESB58]; purified PvdQ acylase; inhibition, % at 10 µM; 340,000 compounds, 0.063% hits; in the data active = inhibition above about 30%, passing the limit was not always enough;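 note: 0% = vehicle neutral wells and 100% = reference inhibitor wells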
RTF Ca sens inh = cardiac RTF calcium sensitivity inhibitors, primary screen, biochemical, IANBD-TnC fluorescence, EC70 calcium; Troponin I, cardiac muscle (Homo sapiens) + Troponin T, cardiac muscle (Homo sapiens) + …; IANBD-labeled cardiac RTF, Ca2+ fluorescence; inhibition, % at 7.15 µM; 340,000 compounds, 0.12% hits;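 active = inhibition above the mean inhibition of all tested compounds plus 3 SD, cut at about 17% in these data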;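 note: assay run at fixed EC70 calcium of 1.6 mM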
* = called active by the depositor; nt = not tested or not shown. Outcome played no part in choosing rows. About 2.1% of those tested had a hit in this group.

DAGLB inh	SR-BI DiI inh	SR-BI uptake up	Keap1 Nrf2 FP	LANA DNA inh	PKA-R2B act	Arrestin-AP2 inh	NSD2 inh	PvdQ acylase	RTF Ca sens inh	SMILES
-3	-11	11	-3	0.9	-6	42	-5	3	6	O=C(Nc1ccc(Oc2ccccc2)cc1)C1CC1
1	nt	nt	-9	-1.3	-5	2	-5	-25	4	O=C(Nc1cc(Cl)cc(Cl)c1)C1C2C=CC3(O2)C1C(=O)N(CCCN1CCOCC1)C3C(=O)NC1CCCCC1 (configuration not stated)
2	19	-19	nt	nt	-5	0	6	-14	-13	O=C(COC(=O)CC1SC(N2CCCC2)=NC1=O)Nc1ccc(Br)cc1 (configuration not stated)
-3	68	-68	2	3.3	4	10	-2	-13	1	Cc1sc2ncnc(N3CCC(C(=O)NCC(=O)Nc4ccc(F)c(F)c4)CC3)c2c1C
-1	12	-12	-5	1.1	-3	7	-2	-17	-2	COCC(C)NC(=O)c1ccc2c(c1)S(=O)(=O)c1ccccc1C2=O (configuration not stated)
3	-1	1	-2	-1.0	-4	10	-1	1	-6	COc1ccc(C(=O)Nc2ccnn2C2CCN(C(=O)c3cnsn3)CC2)cc1
0	40	-40	-6	-1.9	9	2	0	-9	0	CN(c1ccc(OCC(=O)Nc2nc3ccccc3s2)cc1)S(=O)(=O)c1ccccc1
-5	27	-27	-2	-1.5	4	8	-3	-10	11	Cc1cccc(NC(=O)c2ccc(S(=O)(=O)N3CCC(C)CC3)cc2)n1
0	-18	18	-7	-0.2	-2	2	-2	-11	3	O=c1nc(N/N=C/c2ccco2)cn[nH]1
-2	-14	14	-6	-0.1	2	26	-1	-5	-1	COC(=O)Cc1ccc(NC(=S)NCc2ccccc2)cc1
0	-12	12	-8	-0.5	-11	-1	1	-13	0	Cc1nnc(N2CCc3ccccc3C2)[nH]c1=O
-2	24	-24	-8	5.2	-18	31	nt	-5	3	Nc1ccc(CNC(=O)OCC2c3ccccc3-c3ccccc32)cc1
0	-1	1	-5	-0.3	0	39	27	-6	-5	CC1=NNC(=O)C1Cc1ccc(F)cc1 (configuration not stated)
0	nt	nt	-1	-1.4	9	4	-5	-8	-6	COc1cc2c(=O)n(CCC(=O)NCC3CCCO3)c(=O)n(CC(=O)Nc3ccc(F)cc3)c2cc1OC (configuration not stated)
-2	-5	5	-2	1.7	3	1	-1	-7	6	Cc1cc(NC(=O)CSc2nc3sc(C)c(C)c3c(=O)n2C2CCCC2)no1
-2	-10	10	-4	-0.8	3	10	0	-10	-2	CN(C)C(=O)CSc1nnc([C@H](Cc2ccccc2)NC(=O)OC(C)(C)C)o1
-1	-15	15	-6	0.4	2	4	-5	-12	2	CC1CC(=O)Nc2ccccc2N1C(=O)CSc1nnnn1C(C)C (configuration not stated)
0	19	-19	3	0.4	-6	21	-1	0	-6	CCOc1ccccc1NC(=O)NNS(=O)(=O)c1cc(C)ccc1C
-3	25	-25	2	-0.1	-11	2	-2	3	3	CCOc1ccc2oc(-c3ccccc3)c(C(=O)N(C)C)c2c1
0	8	-8	-1	0.9	-1	5	-3	-12	2	CC1CCCC(C)N1CCNC(=O)CCn1nc(-c2ccccc2)ccc1=O (configuration not stated)
0	2	-2	-5	-0.5	-7	-5	1	-5	-4	COCc1c(C(=O)OCC(=O)NCc2ccco2)oc2ccccc12
-2	nt	nt	-4	0.0	1	-2	nt	-17	-5	CCOC1OC2C(CO)OC(n3cnc4c(N)ncnc43)C2O1 (configuration not stated)
-5	14	-14	-6	-0.9	-7	3	-3	3	6	CCOC(=O)c1cccc(NC(=O)CSc2nnc(C3CCCCC3)n2CC)c1
-2	-18	18	-2	0.5	1	24	nt	4	0	Cn1c(Cn2c(=O)sc3ccccc32)nnc1SCC(=O)NCC1CCCO1 (configuration not stated)
8	-5	5	-1	1.1	2	6	62*	-11	-19	Cc1cc(/C=C\c2nc(O)c([N+](=O)[O-])c(=O)[nH]2)c(C)n1-c1ccccc1
-3	-14	14	1	0.6	8	7	1	-2	-2	O=C(NCCC1=CCCCC1)C(=O)NCc1ccncc1
9	-18	18	1	-0.5	2	-13	6	-2	4	OC[C@H]1OC(Nc2ccc(N=Nc3ccccc3)cc2)[C@@H](O)[C@@H](O)[C@@H]1O (some centres not stated)
6	-25	25	0	-1.9	3	-3	0	-5	-7	CCOC(=O)c1c(NC(=O)c2ccccc2C(=O)O)sc2c1CCCC2
7	23	-23	-4	1.2	-3	6	-3	3	-19	CCOC(=O)c1cc(CC)sc1NC(=O)C1CC(=O)NN1Cc1ccccc1 (configuration not stated)
-2	49	-49	-5	-0.4	-15	19	4	2	2	COc1ccc(C2Nc3ccccc3C(=O)N2Cc2ccccc2)cc1Cn1nnc2ccccc21 (configuration not stated)
-5	19	-19	-3	0.5	-2	6	-2	-7	3	Cc1cc(NC(=O)COC(=O)c2cc3c(s2)CCC(C)C3)no1 (configuration not stated)
-4	-29	29	2	-1.0	7	4	-4	3	-3	O=C(c1ccco1)N1CCN(Cc2cc(=O)c(OCc3ccccc3)co2)CC1
-2	13	-13	-3	-0.8	-2	-1	0	-12	5	CCOC(=O)c1nc(C)sc1-c1ccnn1S(=O)(=O)c1ccc(Cl)cc1Cl
2	6	-6	-7	-2.4	-5	6	nt	-5	0	COc1ccc(-n2c(O)c(C=NCC(c3ccco3)N3CCCC3)c3ccccc3c2=O)cc1OC (configuration not stated)
-4	16	-16	0	-0.6	-1	-2	-2	-1	2	CC(C)N(C(=O)CSc1nc2ccccc2n1Cc1ccccc1F)C(C)C
-2	-30	30	0	1.2	-8	12	-1	12	0	COc1ccc(CCNC(=O)c2ccccc2N(C)S(=O)(=O)c2ccccc2)cc1
-9	-19	19	2	0.3	-1	-17	0	-14	-3	O=C(Nc1ccc(Cl)cn1)c1cccc2c(Br)cccc12
1	-4	4	1	0.2	-8	9	3	-5	-2	O=C1NC(c2ccccc2Br)=N/C1=C\c1ccco1
-4	34	-34	-3	-1.8	-13	27	-1	6	3	COc1ccc(-c2cn3cccc(C)c3n2)cc1Br
2	-9	9	-1	-0.1	4	30	-5	14	-8	CCN(CC)C(=O)c1ccccc1NC(=O)c1ccccc1C
-3	-7	7	2	-2.4	5	3	21	-11	-5	COc1ccccc1N(CC(=O)N1CCN(c2ccccc2)CC1)S(=O)(=O)c1ccc(C)cc1
1	-4	4	0	0.9	0	6	0	-6	-4	Cc1ccc(C2=NN(CCC(=O)NCc3ccc4c(c3)OCO4)C(=O)CC2)cc1
-2	28	-28	1	0.5	-3	45	-4	7	-4	COCCCNC(=O)C1CCN(C(=O)c2oc3cc4sc(N(C)C)nc4cc3c2C)CC1
1	-70	70*	1	2.5	-3	-2	5	-5	0	CN(C)CCCNC(=O)/C=C/c1ccc2c(c1)OCO2
-3	-6	6	-4	3.6	-3	-1	nt	-7	-2	CC[C@]12C(=O)N(C)C[C@H]([C@@H]3C(=O)N(C)C(=O)[C@@H]31)N2C(=O)c1ccc(C(F)(F)F)cc1
1	16	-16	-5	-2.0	5	1	-1	-9	2	CCN(CC(=O)Nc1ccc(NC(C)=O)cc1)C(=O)CCCN1C(=O)c2ccccc2C1=O
-2	-18	18	2	-0.4	-10	15	0	3	0	CCOC(=O)c1[nH]c(C)c(C(=O)N2CCN(C(=O)c3ccco3)CC2)c1C
2	-5	5	0	-1.7	3	-1	-2	-10	-4	CSCCC(NC(=O)c1ccccc1Cl)C(=O)NCCc1ccccn1 (configuration not stated)
0	-20	20	-5	-2.7	-10	9	0	-7	-5	c1ccc(Nc2nc3ccccc3[nH]2)nc1
-1	-7	7	-4	1.5	-6	5	0	-12	-1	CCOC(=O)C1C(=O)CC(O)(c2ccccc2)CC1c1ccccc1 (configuration not stated)
-12	11	-11	-2	-0.5	-3	7	nt	-14	-9	CCc1ccc(NC(=O)CSc2nnc(-c3cccs3)n2CC)cc1
-3	-19	19	-9	1.1	-11	-3	3	-25	-3	Cc1ccc(CN(C(=O)Cn2nnc3ccccc32)C(C(=O)NCc2ccco2)c2cccs2)cc1 (configuration not stated)
-2	-10	10	-5	-1.2	-1	5	2	-18	-5	COc1cc(-c2nc(S(=O)(=O)c3ccc(Cl)cc3)c(N(C)C)o2)cc(OC)c1OC
0	0	0	-5	0.3	5	0	-5	-13	1	C/C=C(\C)c1nnc(NC(=O)OCC)s1
-1	-8	8	-3	-1.2	-4	6	-1	8	2	Cc1cc(C(=O)Nc2ccc3[nH]ccc3c2)no1
-4	-10	10	-2	-1.4	-6	16	-1	1	-2	O=C1CN(C(=O)COC(=O)c2cccc(Br)c2)c2ccccc2N1

(next part)
DAGLB inh	SR-BI DiI inh	SR-BI uptake up	Keap1 Nrf2 FP	LANA DNA inh	PKA-R2B act	Arrestin-AP2 inh	NSD2 inh	PvdQ acylase	RTF Ca sens inh	SMILES
0	63	-63	-3	-2.1	-3	33	1	7	-1	O=C(Nc1ccc2nc(-c3ccc(Br)o3)[nH]c2c1)c1ccco1
-3	25	-25	-8	-0.3	8	1	-2	-5	-15	CCOC(=O)c1sc(N)c(C#N)c1COC(=O)CNC(=O)c1ccccc1
-1	-15	15	-3	-0.2	5	-3	0	-12	-4	NC(=O)C1CCN(C(=O)c2cnn(-c3ccccc3)c2NC(=O)c2ccco2)CC1
-1	-29	nt	-4	-0.7	7	-1	6	-8	2	COc1ccc(N(CC(=O)N2CCN(c3ccccc3)CC2)S(=O)(=O)c2ccc(C)cc2)cc1
-2	21	-21	-4	0.1	-4	0	-1	-9	6	COc1ccc(NC(=O)c2cc3ccccc3[nH]2)cc1
1	-21	21	6	0.2	2	0	17	-4	-23	CCN(CC)CCNc1ccc2nnc(CCNS(=O)(=O)c3ccc(C)cc3)n2n1
